# RGS4 act: RGS4 potentiation or activation. HEK293 M3R/inducible RGS4, carbachol calcium flux Fluo4; hits give low values. B-score at 10 µM. 310,000 tested, 0.92% active;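 active = B-score of the integrated calcium signal more than 4 SD below the library mean, with starting fluorescence not abnormally high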;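 also: negative B-score means reduced calcium response which marks RGS4 activation or potentiation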
#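 System – HEK293 FlpIn-TREx cells, stable M3R, doxycycline-inducible RGS4 · Reagent – ECmax carbachol challenge · Times – compound preincubation 20 min at room temperature before agonist · Technique – Fluo4 fluorescence kinetic imaging of calcium · Measure – B score of integrated Fluo4 ratio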
# GSK3 alpha inh: human GSK-3 alpha kinase inhibition. P49840. 320,000 tested, 0.1% active. inhibition, % at 10 µM. ADP-Glo luminescence, 60 min;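 in the data active = inhibition above about 50%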;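 also: GST-tagged GSK-3 alpha with peptide substrate and 25 µM ATP; 0% = DMSO neutral wells and 100% = GW8510 positive control wells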
# GSK3beta inhib: blocks human GSK3beta kinase activity; 300,000 tested, 0.038% active; activity score (negative = inhibition), % at 10 µM; GST-GSK3beta kinase, ADP-Glo luminescence, 60 min; hits give low values;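 active = more than half of replicate wells score below -50%, meaning over 50% inhibition versus plate controls; inconclusive = some replicates but at most half score below -50%; inactive = no replicate scores below -50%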;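 also: 0% = median DMSO wells and -100% = median GW8510 positive control wells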
#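 Test system: GST-tagged human GSK3beta kinase, cell-free; evaluation: activity score scaled between in-plate DMSO and GW8510 controls; measured by: ADP-Glo luminescence; incubation: 60 min reaction, RT; benchmarks: DMSO and 20 µM GW8510; reagent: peptide substrate plus 25 µM ATP (final); medium: Tris/MgCl2 kinase buffer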
# HDAC3 inhib: inhibitors of human histone deacetylase 3 | 320,000 tested, 0.15% active | O15379 | AID 2718 | recombinant HDAC3, fluorogenic peptide/trypsin coupled, fluorescence | inhibition, % at 8.3 µM; in the data active = inhibition above about 26%, passing the limit was not always enough; inconclusive = no clear call, values can overlap the other calls
# KCNQ1 pot: potentiators or activators of human KCNQ1 potassium channel. CHO-K1 KCNQ1, thallium flux FluxOR fluorescence; hits give high values. P51787. B-score at 10 µM. 310,000 tested, 0.35% active;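 active = fluorescence ratio B-score, a plate-corrected score, at least three library SD, with initial intensity B-score within 5 SD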
# Target sequence (P51787 whole entry, looked up): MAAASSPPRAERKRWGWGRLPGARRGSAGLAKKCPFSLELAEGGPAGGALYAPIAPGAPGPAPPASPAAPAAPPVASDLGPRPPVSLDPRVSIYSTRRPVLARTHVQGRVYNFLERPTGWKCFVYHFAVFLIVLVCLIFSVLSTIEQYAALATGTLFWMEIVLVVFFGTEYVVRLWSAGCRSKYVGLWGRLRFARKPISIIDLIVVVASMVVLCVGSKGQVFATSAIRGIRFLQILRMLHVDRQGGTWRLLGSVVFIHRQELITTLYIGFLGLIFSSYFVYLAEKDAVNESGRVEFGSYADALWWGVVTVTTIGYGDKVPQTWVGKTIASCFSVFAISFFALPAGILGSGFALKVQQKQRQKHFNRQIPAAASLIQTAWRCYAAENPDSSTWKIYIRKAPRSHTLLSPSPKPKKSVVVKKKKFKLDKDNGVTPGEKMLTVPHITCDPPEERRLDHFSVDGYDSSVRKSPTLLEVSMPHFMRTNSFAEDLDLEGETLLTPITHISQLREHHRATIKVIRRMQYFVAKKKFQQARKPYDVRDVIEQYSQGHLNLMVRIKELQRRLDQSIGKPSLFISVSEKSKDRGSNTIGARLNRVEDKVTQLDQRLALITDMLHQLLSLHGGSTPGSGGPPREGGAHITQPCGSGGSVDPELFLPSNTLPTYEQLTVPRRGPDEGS
#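 Material: CHO-K1 cells stably expressing KCNQ1. Medium: assay buffer for compound exposure, DMSO matched across wells. Reagent: K+/Tl+ depolarizing stimulus. Compound dosing: single-concentration screen. Times: 37 °C overnight plating, 90-min dark dye load, 20-min compound pretreatment. Technique: FluxOR Tl+ flux fluorescence.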
# KCNQ1 inh: inhibitors of human KCNQ1 potassium channel. CHO-K1 KCNQ1, FluxOR thallium flux fluorescence; hits give high values. B-score at 10 µM. 310,000 tested, 1.3% active;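 active = compounds whose thallium flux B-score, printed positive for inhibition, exceeds three library SD while starting fluorescence stays within three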;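 also: channel opened by potassium depolarization with thallium stimulus after 20 min compound exposure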
# KCNK3 block: human KCNK3 channel inhibition, primary screen; O14649; 340,000 tested, 0.84% active; CHO-KCNK3 thallium flux, FluxOR fluorescence; hits give low values; AID 602410; B-score at 10 µM;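 active = B-score under library mean minus 4 SD, starting fluorescence ratio at most library mean plus 5 SD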;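 also: more negative B-score means stronger inhibition of thallium flux through KCNK3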
# KCNK9 inh: inhibitors of human KCNK9 two-pore domain potassium channel | HEK293 KCNK9, FluxOR thallium flux fluorescence; hits give low values | B-score at 10 µM | 310,000 tested, 1.2% active | AID 488922;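 active = ratio B-score over 3 SD below the library mean, with starting fluorescence within 5 SD of its mean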;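 also: negative B-score means less thallium flux so channel inhibition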
# Target sequence (Q9NPC2 whole entry, looked up, the tested form may be a part): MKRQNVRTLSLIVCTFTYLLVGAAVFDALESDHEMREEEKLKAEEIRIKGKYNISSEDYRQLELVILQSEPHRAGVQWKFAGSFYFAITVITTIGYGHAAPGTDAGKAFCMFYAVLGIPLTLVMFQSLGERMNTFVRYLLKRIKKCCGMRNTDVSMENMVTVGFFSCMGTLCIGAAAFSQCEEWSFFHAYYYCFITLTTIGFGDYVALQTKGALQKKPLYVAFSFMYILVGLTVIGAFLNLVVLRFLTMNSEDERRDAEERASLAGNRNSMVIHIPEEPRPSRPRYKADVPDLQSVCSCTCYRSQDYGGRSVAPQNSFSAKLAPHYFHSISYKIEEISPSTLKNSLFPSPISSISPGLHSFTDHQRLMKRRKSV
# hERG rescue: hERG (human) protection from proarrhythmic block; activation (rescue from dofetilide block), less the hit threshold, % at 10 µM; CHO-hERG, FluxOR thallium flux, dofetilide IC70 present; AID 1511; 310,000 tested, 0.51% active; Q12809;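 active = activation above the mean of controls blocked by dofetilide plus 5 SD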;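 also: thallium influx through hERG after potassium depolarization seen as dye fluorescence rise; in these data hits start at about 4.7%; inactives centre near -7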
# Dyrk1A ADPGlo: inhibitors of rat Dyrk1A kinase. Q63470. ADP-Glo luminescence, NFATc1 peptide. inhibition, % at 12.5 µM. 310,000 tested, 0.43% active. AID 504441; in the data active = inhibition above about 50%;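 also: plate controls were vehicle with enzyme for no effect and no enzyme for full effect; many of its hits are not listed in these tables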
# PolyA inh: yeast polyadenylation inhibition; calls only at 12 µM; 300,000 tested, 0.02% active; S. cerevisiae SKY197-pL101 polyadenylation reporter, beta-gal luminescence; efflux-impaired pdr1/pdr3 knockout yeast; score 100 = 6 SD above DMSO; AID 1875;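 active = lowest replicate activity score at least 50, where 100 means six control SD above control mean; inconclusive = lowest score under 50 but half or more replicates reach 50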;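 also: yeast exposed to compound for 9 h at 30 °C; higher score means more reporter readthrough which indicates perturbed polyadenylation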
# An asterisk follows results filed as active; i = inactive; ? = inconclusive; · = not tested or not shown; & = joins results of further samples.
SMILES,RGS4 act,GSK3 alpha inh,GSK3beta inhib,HDAC3 inhib,KCNQ1 pot,KCNQ1 inh,KCNK3 block,KCNK9 inh,hERG rescue,Dyrk1A ADPGlo,PolyA inh
CN1C(=O)c2ccc(NC(=O)c3c(F)c(F)c(F)c(F)c3F)cc2C1=O,i,1,1,-1,i,i,i,i,-6,0,i
CCOCCn1c(SCCCc2ccccc2)nc2c1c(=O)[nH]c(=O)n2C,i,2,-1,-7,i,i,i,i,-4,-3,i
O=C(NC1CCCCCC1)c1ccco1,i,-1,3,3,i,i,i,i,-7,-3,i
COC(=O)c1sccc1NC(=O)Cc1ccc(OC)cc1,i,3,0,3,i,i,i,i,-3,-1,i
COc1ccccc1CN1CCCC(C(=O)N(C)Cc2ccccc2)C1 (centres undefined),i,·,3,·,i,i,i,i,-10,0,i
C/C(=N\N=C\c1ccccc1F)c1nnn(-c2nonc2N)c1C,i,0,0,1,i,i,i,i,-5,0,i
O=C(COC(=O)C1CCN(C(=O)Nc2ccccc2)CC1)NCC(F)(F)F,i,-3,0,4,i,i,i,i,-9,-7,i
CC1(C)CC(C2N3CC4(C)CN2CC(C)(C3)C4=O)CCO1 (centres undefined),i,1,1,-1,i,i,i,i,-7,-5,i
O=C(Nc1nc2ccccc2[nH]1)c1cc2ccccc2o1,i,0,2,-6,i,i,i,i,-4,-3,i
CCCCCCSc1ccc([C@H]2N[C@@](Cc3ccccc3)(C(=O)OC)[C@H]3C(=O)N(C)C(=O)[C@@H]23)cc1,i,-4,0,9,i,i,i,i,-17,4,i
Nn1c(SCC(=O)N2CCN(S(=O)(=O)c3ccc(Cl)cc3)CC2)nnc1-c1cccs1,i,3,1,-5,i,i,i,i,-14,-2,i
CC(C)(C)SCCNC(=O)CSc1ccccc1,i,-1,-1,-3,i,i,i,i,-3,-1,i
CCOC(=O)C1=CN(C)C=C(C(=O)OCC)C1c1ccsc1,i,-1,3,-76,i,i,i,i,-2,1,i
COc1ccc(S(=O)(=O)Cc2ccc(C(=O)N3CCN(c4ccccc4)CC3)o2)cc1,i,-1,0,0,i,i,i,i,-2,3,i
COCc1ccc(C(=O)NC2CCCc3c2cnn3-c2ccc(C)c(C)c2)o1 (centres undefined),i,0,1,0,i,i,i,i,-12,-3,i
COc1ccc(C/C(N)=N/OC(=O)Cc2ccc(OC)c(OC)c2)cc1,i,-2,-1,1,i,i,i,i,-7,·,i
COc1ccc(C(=O)Nc2nc(CC(=O)NCCc3ccccc3)cs2)cc1,i,8,-2,-2,i,i,i,i,-9,7,i
Cc1ccc(C(OC(=O)c2ccco2)C(=O)NC2CCCC2)cc1 (centres undefined),i,-3,-2,-1,i,i,i,i,-2,-4,i
Brc1ccc(-c2ccc(/C=N/Nc3nc4ccccc4[nH]3)o2)cc1,i,6,0,1,i,i,i,i,-4,9,i
COc1ccc(-c2nonc2NC(=O)c2oc3ccccc3c2C)cc1OC,i,4,-1,-2,i,i,i,i,-13,3,i
COCCNC(=O)Cn1cnc([N+](=O)[O-])n1,i,0,-3,10,i,i,i,i,-6,-4,i
CCOC(=O)/C=C1\SCC(=O)N1Cc1nnc(-c2ccccc2Br)o1,i,0,1,3,i,i,i,i,-12,8,i
Cn1c(=O)c2c(ncn2CC(=O)N2CCN(c3ccc(F)cc3)CC2)n(C)c1=O,i,-2,0,-3,i,i,i,i,1,-1,i
CCOc1ccc(N2C(=O)CC(N(CCc3ccccc3)C(=O)/C=C/C(=O)O)C2=O)cc1 (centres undefined),i,1,1,3,i,i,i,i,-3,-5,i
Cc1ccc2cc(CN(CC3CCCO3)C(=O)C(C)C)c(=O)[nH]c2c1 (centres undefined),i,-1,-1,0,i,i,i,i,-8,4,i
COc1c(C(=O)Nc2nccs2)ccc2ccccc12,i,1,-4,-1,i,i,i,i,-13,19,i
CCOC(=O)C1CCN(C(=O)C2(NC(=O)Nc3cccc(F)c3)CCCCC2)CC1,i,-33,-1,-11,i,i,i,i,-6,-9,i
CC(C)(C)c1cc[n+](C2=C([O-])c3ccccc3C(=O)/C2=N\S(=O)(=O)c2cccs2)cc1,i,2,0,4,i,i,i,i,-11,·,i
CCN(CC)CCn1c(NC(=O)c2ccc(C(F)(F)F)cc2)nc2ccccc21,i,-1,1,-2,i,i,i,i,-11,-2,i
NS(=O)(=O)Cc1noc2ccccc12,i,-2,2,3,i,i,i,i,-1,-8&8,i
CC1(C)CC(=O)C=C(C(=O)NC2CCCc3c2cnn3-c2cc(F)cc(F)c2)O1 (centres undefined),i,1,0,0,i,i,i,i,-9,3,i
CCOc1cc(/C=N/NS(=O)(=O)c2ccc(OC)cc2)ccc1OCCN1CCOCC1,i,1,-1,-6,i,i,i,i,-6,1,i
CC1Cc2ccccc2N1C(=O)CN1CCC(C(N)=O)CC1 (centres undefined),i,-2,-3,-3,i,i,i,i,-10,-3,i
Cc1c(C)c2ccc(OCC(=O)NC(Cc3c[nH]c4ccc(O)cc34)C(=O)O)c(C)c2oc1=O (centres undefined),i,1,-1,4,i,i,i,i,-6,-4,i
Cc1ccc(C(=O)/C=C/C(=O)c2ccc(C)cc2)cc1,i,-2,-2,0,i,i,i,i,-16,4,i
O=C1NN(c2ccccc2)C(=O)/C1=C\c1ccccc1,i,-2,9,5,i,i,i,i,-5,0,i
Brc1ccc(NCc2nnc3n2CCCCC3)cc1,i,-1,-2,-5,i,i,i,i,-4,·,i
c1cnc(Sc2ccc3nnnn3n2)nc1,i,-2,-1,-8,i,i,i,i,-4,·,i
O=C(Cn1cc(C(F)(F)F)cc(Cl)c1=O)NCc1ccc(Cl)cc1Cl,i,-4,·,-2,i,i,i,i,-10,8,i
CSc1nsc(SCC(=O)Nc2ccc(OC(C)=O)cc2)n1,i,1,1,4,i,i,i,i,-17,1,i
O=C(Cn1c(=O)oc2ccccc21)Nc1cccc(Cl)c1,i,-1,·,7,i,i,i,i,-1,6,i
COc1cccc(NC(=O)N2CCCC2C(=O)NCC(C)C)c1 (centres undefined),i,0,-1,4,i,i,i,i,-14,-5,i
Cc1cc(N2CCN(c3ccccc3)CC2)nc(-c2ccccc2)n1,i,0,-1,8,i,i,i,-7.6*,-2,-19,·
CCSc1nnc(NC(=O)CSc2nc3c(cc2C#N)CCCC3)s1,i,-2,-1,4,i,i,i,i,-7,-2,i
CC(C)CCNC(=O)C(c1ccco1)N(CC1CCCO1)C(=O)Cn1nnc2ccccc21 (centres undefined),i,12,-9,-4,i,i,i,i,-5,8,i
CCCc1cc(C(=O)Nc2cc(Cl)ccc2O)no1,i,-2,3,2,i,i,i,i,-2,0,i
C[C@]12C=CC(=O)C=C1CCC1C3CC[C@](O)(C(=O)CO)[C@@]3(C)CC3OC312 (some centres undefined),i,-6,3,-5,i,i,i,i,-6,-2,i
CCn1cc(/C=C(\NC(=O)c2ccc(OC)c(OC)c2)C(=O)NCCCN2CCOCC2)c2ccccc21,i,·,-3,·,i,i,i,i,-4,0,i
CC/C(=N\NC(=O)c1cccnc1)c1ccc2c(c1)OCCO2,i,0,-1,-4,i,i,i,i,-5,-1,i
Cc1ccc(S(=O)(=O)N(C)CC(=O)Nc2ccccc2)cc1,i,-3,-3,-8,i,i,i,i,-8,-3,i

# (continued)
SMILES,RGS4 act,GSK3 alpha inh,GSK3beta inhib,HDAC3 inhib,KCNQ1 pot,KCNQ1 inh,KCNK3 block,KCNK9 inh,hERG rescue,Dyrk1A ADPGlo,PolyA inh
O=C(c1cccc(NS(=O)(=O)c2cccc(C(F)(F)F)c2)c1)N1CCOCC1,i,0,-3,6,i,i,i,i,-10,2,i
C=CCc1c(C)[nH]c(=O)[nH]c1=O,i,0,-5,-1,i,i,i,i,-7,-4,i
O=C(c1cnc(-c2ccc(Cl)cc2)s1)c1ccc(Cl)cc1Cl,i,·,0,-4,i,i,i,i,-12,-5,i
C/C(=N\NC(=O)c1c(C)nc2ccccn12)c1ccco1,i,-1,1,-3,i,i,i,i,-14,4,i
Cc1ccccc1C(=O)N1CCN(c2ccc(NC(=O)c3cccs3)cc2)CC1,i,-2,-5,6,i,i,i,i,-14,-2,i
Cn1c(=O)c2c(nc(CN3CCC(C(N)=O)CC3)n2CCCc2ccccc2)n(C)c1=O,i,2,1,-1,i,i,i,i,-12,1,i
CC(C)[C@H](NC(=O)c1nn(Cc2ccccc2)c(=O)c2ccccc12)C(=O)O,i,-4,1,4,i,i,i,i,-3,15,i
Cc1nc(NC(=O)/C=C/c2ccccc2)sc1C(=O)N(C)C,i,0,4,4,i,i,i,i,-4,-1,i
CC(=O)N(C1=C(Cl)C(=O)c2ccccc2C1=O)C1CCCCC1,i,0,3,?,i,i,-12*,-6.9*,-38,-1,i
Nc1ccc(Nc2ccccc2)cc1,i,0,-1,3,i,i,i,i,-9,2,i

# Compounds from the list above with a tert-butyl group (two):
SMILES,RGS4 act,GSK3 alpha inh,GSK3beta inhib,HDAC3 inhib,KCNQ1 pot,KCNQ1 inh,KCNK3 block,KCNK9 inh,hERG rescue,Dyrk1A ADPGlo,PolyA inh
CC(C)(C)SCCNC(=O)CSc1ccccc1,i,-1,-1,-3,i,i,i,i,-3,-1,i
CC(C)(C)c1cc[n+](C2=C([O-])c3ccccc3C(=O)/C2=N\S(=O)(=O)c2cccs2)cc1,i,2,0,4,i,i,i,i,-11,·,i

# Remaining list, next part.
SMILES,RGS4 act,GSK3 alpha inh,GSK3beta inhib,HDAC3 inhib,KCNQ1 pot,KCNQ1 inh,KCNK3 block,KCNK9 inh,hERG rescue,Dyrk1A ADPGlo,PolyA inh
CC(=O)c1cccc(S(=O)(=O)NC2CC2)c1,i,-4,1,2,i,i,i,i,-2,-1,i
CCCn1nc(NS(=O)(=O)c2ccccc2[N+](=O)[O-])c2cc3ccccc3nc21,i,-4,-1,-2,i,i,i,i,-12,-1,i
COc1ccc(N2CCN(C(=O)CCCn3c(=O)c4cccn4c4cccnc43)CC2)cc1,i,0,3,0,i,i,i,i,-6,-2,i
CCOC(=O)C1=C(NC(=S)NC(=O)c2ccccc2)c2ccccc2CC1(C)CC (centres undefined),i,-2,1,1,i,i,i,i,-11,2,i
CCN1CCN(c2cc(C)c3cc(NC(=S)N4CC(C)CC(C)C4)ccc3n2)CC1 (centres undefined),i,·,-2,·,i,i,i,i,-7,-3,i
O=C1CCC(C(=O)N2CCSCC2)CN1Cc1cccc(C(F)(F)F)c1 (centres undefined),i,-3,4,0,i,i,i,i,-8,0,i

# Compound activity: PubChem BioAssay, several laboratories

# Only part of the results is shown, so the mix of outcomes need not match the whole.
